From PubChem BioAssay
RECQ1 helicase – blocks DNA unwinding by human RECQ1; RECQ1 DNA unwinding, red fluorescence kinetic read; Potency, µM (doses to about 57.3 µM), inactives show top-dose activity, negative = inhibition, actives largely listed as inhibitors; 240,000 tested, 0.54% active; AID 2549;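 also: plate controls were vehicle for no effect and no enzyme for full effect; nearly all actives have a fitted effect of over 30% in size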
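RECQ1T1 50 nM; forked duplex (20 bp + 30-nt ss tails) 200 nM, ATP 2 mM final; pH 8.0, 2 mM MgCl2, 2.5 ug/ml poly(dI-dC); 15 min compound preincubation; discontinuous kinetic read over 2 h at RT.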
TR SRC2 fluor cs – Texas Red fluorescence interference in TRb-SRC2 counter-screen | 280,000 tested, 0.29% active | TRb/SRC2 Texas Red total fluorescence interference | Potency, µM (highest dose often 106 µM), for inactives: at the top dose fluorescence change, negative = quenching; active = well fitted curve in either direction with a large enough effect; inconclusive = small, poorly fitted or top-dose-only effect
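Human TRb ligand-binding domain at 0.6 uM with 20 nM Texas Red SRC2 peptide in Tris buffer containing 1 uM T3 and 5% DMSO, incubated with compound 5 h at ambient temperature. Total fluorescence (555/632 nm) calculated as parallel + 2 × perpendicular.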
GAA glycogen – GAA glycogen-cleavage inhibition or activation; P10253; recombinant GAA, glycogen substrate, Amplex Red glucose oxidase fluorescence; Potency, µM (series often up to 76.4 µM), inactives show top-dose activity change, negative = inhibition, actives largely listed as inhibitors; 300,000 tested, 0.38% active; AID 2100;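 also: 0% = full enzyme reaction and -100% = no-enzyme basal signal; the screen sought inhibitors and activators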
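Recombinant human enzyme (4 nM); glycogen substrate; 37 C, 40 min, pH 5.0. Readout: coupled glucose oxidase/Amplex Red fluorescence.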
RGS12 GoLoco inh – inhibitors of human Gai1-RGS12 GoLoco interaction (red fluorophore). P63096. Gai1:RGS12 GoLoco peptide FP, rhodamine, 10 min. Potency, µM (doses to about 61.6 µM), for the others: at the highest dose activity, negative = inhibition, hits mostly inhibitors. 230,000 tested, 0.44% active; active = well fitted inhibition curve with a large enough effect, not every such curve was filed as active; inactive = no such curve, though single readings can be large or run the other way; also: nearly all actives have a fitted effect of over 30% in size; many of its hits are not listed in these tables
GAA inh – blocks human lysosomal alpha-glucosidase; purified human GAA, 4-MU-alpha-glucoside fluorescence; Potency, µM (top dose mostly 76.9 µM), for the others: top-dose activity change, negative = inhibition, actives largely listed as inhibitors; 200,000 tested, 0.005% active;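 also: plate controls were uninhibited enzyme wells for no effect and no-enzyme background for full effect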
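AC50 values come from Hill fits of compound titrations (up to 77 uM) against 4 nM human enzyme. Substrate 4-methylumbelliferyl-alpha-D-pyranoside at 400 uM, pH 5.0 citrate buffer, 20 min room temperature; fluorescence Ex 365/Em 440 after alkaline stop.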
TRb SRC2 PPI – TRbeta-SRC2 interaction inhibition | TRbeta-SRC2 peptide binding, fluorescence polarization; receptor liganded with 1 µM T3 | AID 1469 | Potency, µM (series often up to 106 µM), without a hit: at the top dose activity change, negative = inhibition, actives largely listed as inhibitors | 280,000 tested, 0.065% active;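 also: plate controls were bound peptide for no effect and peptide without receptor for full effect; nearly all actives have a fitted effect of over 50% in size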
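TRb LBD 0.6 uM + Texas Red SRC2 peptide 20 nM, 1 uM T3, Tris buffer w/ 5% DMSO; compound pinned, 5 h RT; FP read ex 555/em 632; normalized to unbound and bound controls.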
aGlu spleen mod – inhibits or activates alpha-glucosidase in human spleen homogenate | P10253 | human spleen homogenate, 4-MU-alpha-glucoside fluorescence | Potency, µM (highest dose often 79.9 µM), for inactives: at the top dose activity change, negative = inhibition, usual class: inhibitors | 240,000 tested, 0.006% active | AID 2112;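 also: 0% = enzyme with vehicle and -100% = no enzyme basal signal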
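Compounds were titrated against alpha-glucosidase in spleen homogenate at pH 5.0, with 1 mM 4-methylumbelliferyl substrate for 40 min at 37 C. Reactions were quenched with pH 10 NaOH/glycine and fluorescence measured.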
L3MBTL1 inh – inhibitors of human L3MBTL1. AlphaScreen L3MBTL1–H3K9me1 peptide binding. Potency, µM (series often up to 57.1 µM), without a hit: top-dose activity, negative = inhibition, most hits filed as inhibitors. 230,000 tested, 0.66% active. AID 485360; also: nearly all actives have a fitted effect of over 60% in size
Target sequence (Q9Y468 whole entry, looked up): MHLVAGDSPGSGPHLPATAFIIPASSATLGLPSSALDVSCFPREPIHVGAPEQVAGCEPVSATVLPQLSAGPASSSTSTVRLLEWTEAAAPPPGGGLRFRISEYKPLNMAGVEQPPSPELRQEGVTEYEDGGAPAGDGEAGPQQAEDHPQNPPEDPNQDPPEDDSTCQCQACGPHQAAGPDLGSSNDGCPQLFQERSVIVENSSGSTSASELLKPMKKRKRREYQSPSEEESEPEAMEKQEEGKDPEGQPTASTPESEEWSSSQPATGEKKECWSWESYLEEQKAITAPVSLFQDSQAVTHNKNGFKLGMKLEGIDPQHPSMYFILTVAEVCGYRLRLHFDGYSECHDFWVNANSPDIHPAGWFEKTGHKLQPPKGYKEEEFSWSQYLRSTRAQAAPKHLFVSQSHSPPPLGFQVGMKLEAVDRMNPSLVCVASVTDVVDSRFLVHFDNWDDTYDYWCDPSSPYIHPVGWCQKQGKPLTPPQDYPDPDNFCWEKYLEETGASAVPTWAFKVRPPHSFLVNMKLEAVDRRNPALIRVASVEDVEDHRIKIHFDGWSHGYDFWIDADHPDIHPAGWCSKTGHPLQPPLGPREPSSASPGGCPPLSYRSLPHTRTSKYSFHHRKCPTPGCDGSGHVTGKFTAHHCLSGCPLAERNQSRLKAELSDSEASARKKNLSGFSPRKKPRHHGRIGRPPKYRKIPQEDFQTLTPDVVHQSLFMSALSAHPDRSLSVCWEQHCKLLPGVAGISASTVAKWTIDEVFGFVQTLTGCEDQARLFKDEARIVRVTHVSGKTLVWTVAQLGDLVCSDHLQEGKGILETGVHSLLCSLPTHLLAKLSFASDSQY
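AlphaScreen proximity signal between nickel-chelate acceptor and streptavidin donor beads (final 10 ug/mL) reports binding of 50 nM L3MBTL1 to 75 nM biotin-H3 K9me1 peptide; complex incubated with compounds 30 min at room temperature; cefsulodin titration as control.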
Active calls of the source: *; i = inactive; ? = inconclusive; . = no result given; [ ] = dose if it differs, or a comment. Unless noted, calls follow the shape of the dose curve; as a rule, active = well fitted curve in the direction sought with a large enough effect; inconclusive = small, poorly fitted or top-dose-only effect, or another doubt; inactive = no such curve, though single readings can be large; an effect the other way counts as inactive or inconclusive. Unless noted, % is scaled to controls: 0 for no effect and ±100 for the full control effect; potency is read from the fitted curve at half-maximal effect. Only part of the results is shown (hit frequency here may not be typical).

Structure	TRb SRC2 PPI	GAA inh	aGlu spleen mod	GAA glycogen	RGS12 GoLoco inh	TR SRC2 fluor cs	RECQ1 helicase	L3MBTL1 inh
CC(=O)N1NC(=Nc2ccccc2)SC1(C)C	2%	-1%	-4%	-18%	-1%	0%	-7%	3%
NC1=NC[C@H](Cc2ccc(O)cc2)N1CCC12CC3CC(CC(C3)C1)C2	7%	.	-2%	3%	8%	1%	i	.
CCOC(=O)C1=NNC2(c3ccc(C)cc3)C(=O)N(c3ccc(Cl)cc3)C(=O)C12 (stereo unspecified)	11%	-3%	0%	-9%	1%	-9%	-10%	3%
C=CCn1c(COc2ccccc2F)nnc1SCC(=O)N1CC(=O)Nc2ccccc21	2%	2%	1%	1%	16%	1%	0%	-3%[11.4 µM]
COc1ccc(-c2nn(-c3ccccc3)cc2C(=O)N2CCOCC2)cc1	2%	2%	-4%	1%	8%	-2%	-12%	-5%
COc1ccc(C(C)=O)cc1CSc1nc(C)cc(C)n1	5%	0%	-4%	8%	4%	-4%	i	-10%
Cc1ccc(S(=O)(=O)C(C#N)c2nc3ccccc3nc2N2CCCC2)cc1 (stereo unspecified)	-6%	-12%	-1%	-16%	106%[activator]	-5%	3%	.
COc1cccc(CNCCO)c1OCc1ccccc1	-7%	2%	-5%	-6%	-9%	-6%	i	65%[activator]
CSc1ncccc1C(=O)OCC(=O)Nc1cc(C(F)(F)F)ccc1N1CCOCC1	-15%	-10%	2%	-3%	15%	-4%	i	1%
CC(C)OC(=O)c1cc2c(ccn2C)n1CC(=O)N(Cc1ccccc1)c1ccc(F)cc1	-1%	0%	-5%	-9%	5%	-2%	-4%	-16%
O=C(Oc1cccc(NC(=O)c2ccco2)c1)c1cccc(S(=O)(=O)N2CCCCC2)c1	-5%	-16%	0%	0%	-11%	1%	i	.
O=C(c1cc2nc(-c3ccco3)cc(C(F)(F)F)n2n1)N1CCCc2ccccc21	-26%	-12%	3%	-5%	30%[activator]	-18%	i	-8%
CN(C)C(CNC(=O)CSc1nnc(-c2ccco2)o1)c1ccccc1 (stereo unspecified)	-12%	-1%	2%	-4%	12%	-1%	-2%	1%
COc1ccc(-n2c(=S)[nH]c3cc(C(=O)O)ccc3c2=O)cc1	5%	-4%	3%	11%	-4%	-3%	-6%	.
CC(=O)N(C)c1ccc(N=Nc2c(C)[nH]n(C(N)=S)c2=O)cc1	-4%	-2%	-4%	-2%	-5%	1%	-2%	.
Cc1cn(-c2cc(C(=O)Nc3ccc(C)c(NC(=O)C(=O)c4c[nH]c5ccccc45)c3)cc(C(F)(F)F)c2)cn1	-7%	.	-3%	4%	1%	-1%	i	.
CCCc1cc(C(=O)NCCc2ccc(OC)c(OC)c2)no1	10%	-6%[15.4 µM]	3%	1%	-15%	-3%	-5%	0%
COc1ccc(C[C@H]2c3cc(O)c(OC)cc3CC[N+]2(C)[O-])cc1O (stereo partly specified)	1%	.	1%	?	-21%	-2%	i	.
O=C(COC(=O)Cc1cn2ccsc2n1)Nc1nc2ccccc2s1	2%	-11%	1%	5%	0%	0%	-3%	0%
Cc1cc(C)cc(NC(=O)C/C(N)=N/O)c1	-3%	-2%	-8%	-5%	-5%	4%	-8%	8%
COc1cc(/C=C2\SC(=O)N(Cc3ccc(F)cc3)C2=O)cc([N+](=O)[O-])c1O	-6%	4%	-1%	-9%	-6%	-2%	i	?
Cc1cccc(C2N(c3nccs3)C(=O)C3CCCN32)c1 (stereo unspecified)	3%	-1%	-2%	0%	.	-5%	-1%	-3%
O=C(Nc1ccc2nc(-c3ccccn3)c(-c3ccccn3)nc2c1)N1CCOCC1	-8%	7%	1%	-2%	-2%	-2%	-8%	-4%
Cc1cccc(/C=N/c2sc3c(c2C#N)CCN(Cc2ccccc2)C3)c1O	-2%	?	0%	-5%	68%[activator]	-1%	-3%	6%
CCOC(=O)c1c(C)n(C)c2ccc(OC)c(NC(=O)CN3CCC(C(=O)OCC)CC3)c12	4%	.	-7%	4%	6%	2%	i	2%
O=S(=O)(Nc1ccccc1Cl)c1ccc(F)cc1	-4%	-5%	-9%	4%	-14%	0%	3%	.
CCn1c(CCn2c3ccccc3c3ccccc32)n[nH]c1=S	-1%	-1%	0%	3%	5%	-1%	-18%	-4%
O=C(c1cccc([N+](=O)[O-])c1)c1ccc2c(c1)OCCOCCOCCOCCO2	-1%	.	-1%	-7%	6%	-1%	1%	5%
C=CCn1c(SCc2cc(=O)n3ccsc3n2)nc2sc(C)c(C)c2c1=O	-4%	0%	2%	-14%	4%	0%	-18%	-14%
COc1ccc(C(=O)/C(C#N)=N/Nc2ccc([N+](=O)[O-])cc2)cc1	2%	-5%	10%	-1%	54%[activator]	-3%	i	-20%

Three successive compounds out of the list so far:
Structure	TRb SRC2 PPI	GAA inh	aGlu spleen mod	GAA glycogen	RGS12 GoLoco inh	TR SRC2 fluor cs	RECQ1 helicase	L3MBTL1 inh
CSc1ncccc1C(=O)OCC(=O)Nc1cc(C(F)(F)F)ccc1N1CCOCC1	-15%	-10%	2%	-3%	15%	-4%	i	1%
CC(C)OC(=O)c1cc2c(ccn2C)n1CC(=O)N(Cc1ccccc1)c1ccc(F)cc1	-1%	0%	-5%	-9%	5%	-2%	-4%	-16%
O=C(Oc1cccc(NC(=O)c2ccco2)c1)c1cccc(S(=O)(=O)N2CCCCC2)c1	-5%	-16%	0%	0%	-11%	1%	i	.

Additional structures.
Structure	TRb SRC2 PPI	GAA inh	aGlu spleen mod	GAA glycogen	RGS12 GoLoco inh	TR SRC2 fluor cs	RECQ1 helicase	L3MBTL1 inh
O=C(N/C(=C/c1cn(-c2ccccc2)nc1-c1ccccc1)C(=O)N1CCOCC1)c1ccc(Cl)cc1Cl	5%[53 µM]	6%	-2%	5%	4%	0%[53 µM]	-1%	7%
CCOc1ccccc1C(=O)Nc1nnc(C(C)C)s1	-7%	-1%	10%	5%	3%	0%	-5%	.
CS/C(=N\NC(N)=O)c1ccccc1	4%	2%	2%	2%	-8%	0%	-12%	-5%
O=C(OCc1nnc(-c2ccccc2)o1)c1cn(-c2ccccc2)nc1-c1ccccc1	-7%	0%	2%	-9%	11%	-1%	-11%	2%
CCn1c(C)nc2cc(C(=O)OC)ccc21	0%	?	-5%	8%	10%	-5%	3%	3%
CCCCOC(=O)CSCC(=O)N1N=C(c2cccs2)CC1c1ccc(F)cc1 (stereo unspecified)	-3%	-7%	4%	-8%	24%	-1%	-2%	24%
CCCn1nnc(NC(=O)c2ccc(OCC)c(Cl)c2)n1	-11%	-14%	-13%	-4%	4%	-1%	-2%	.
COc1cccc(C(C(=O)NC2CCCCC2)N(C(=O)Cc2cccs2)c2ccc(-n3cnnn3)c(OC)c2)c1 (stereo unspecified)	1%	2%	-1%	-4%	9%	-1%	-1%	4%
CCOC(=O)c1c(C)oc2c1c1c(c3ccccc32)OCN(CCCC(=O)O)C1	-1%	3%[15.4 µM]	8%	0%	-6%	-3%	-14%	-11%
CN(C)c1nc(N)nc(-c2ccco2)n1	-2%	-1%	-3%	-11%	2%	-6%	14%	.
Cc1occc1C(=O)NNC(=O)c1ccccc1Br	-2%	1%	3%	-1%	8%	1%	-5%	-3%
C=C(C)CSc1nnc([C@@H](NC(=O)OC(C)(C)C)C(C)CC)o1 (stereo partly specified)	-17%	0%	-7%	2%	.	0%	-3%	-5%
CS(=O)(=O)N1CCC(Oc2ccccc2C(=O)NC2CCOC2)CC1 (stereo unspecified)	1%	8%	-1%	16%	9%	0%	-2%	-3%
O=C(CN1CCC(n2nnc3cc(F)ccc32)CC1)Nc1ccccc1N1CCOCC1	1%	-14%	-3%	-6%	11%	-4%	i	.
CCCN1CNC(=S)N(c2ccccc2C)C1	-6%	-2%	6%	7%	7%	1%	-9%	.
COc1ccc(CN=C2NC(=O)CC(C(=O)Nc3ccc(Cl)cc3)S2)cc1 (stereo unspecified)	7%	0%	0%	7%	2%	-2%	-11%	4%
Cc1ccc(Nc2nc(=O)c3cc([N+](=O)[O-])ccc3s2)cc1	-1%	.	0%	6%	8%	0%	1%	.
CCC(CC)C(=O)Nc1cc(NC(=O)C(CC)CC)cc(C(=O)O)c1	-4%	-15%	2%	-4%	-6%	-2%	-10%	1%[11.4 µM]
S=C(c1ccc(-c2cc(Cl)ccc2Cl)o1)N1CCOCC1	-1%	-13%	-2%	-7%	1%	-1%	-9%	-24%
O=C(NNS(=O)(=O)c1cccc(Cl)c1)c1cc(-c2ccc(F)cc2)nc2ccccc12	-3%	6%	-5%	12%	4%	0%	i	-5%
CC(=O)/C(N=Nc1ccc(C(=O)O)cc1[N+](=O)[O-])=C(\C)O	5%	.	-4%	3%	-3%	-11%	i	.
COc1ccc(C(CNC(=O)/C=C/c2c(Cl)nc3ccccn23)N(C)C)cc1 (stereo unspecified)	-3%	-10%	-2%	-7%	-8%	-2%	i	.
COc1ccc(C(=O)Nc2cccc(/C=C(\CCC(=O)O)c3nc4ccccc4s3)c2)cc1	1%	.	0%	3%	10%	1%	-19%	.
CC1CN(c2nc3ccccn3c(=O)c2/C=C(\C#N)C(=O)N2CCOCC2)CC(C)O1 (stereo unspecified)	-1%	.	-7%	-8%	5%	1%	i	12%
Cc1cc(OCC(=O)OCC(=O)Nc2cc(C(F)(F)F)ccc2N2CCOCC2)ccc1Cl	-9%	-18%	-19%	5%	-2%	?	-8%	15%
CC1(C)C2(Cl)C(Cl)C(Cl)C(Cl)(C(Cl)Cl)C1(Cl)C2Cl (stereo unspecified)	-4%	.	0%	.	-2%	1%	-4%	.
Cc1cc(-n2nc(C)cc2C)nc(N)n1	-1%	1%	-5%	1%	7%	3%	1%	-5%
O=C(c1ccc(N2CCCC2)c([N+](=O)[O-])c1)N1CCN(CCO)CC1	3%	1%	-4%	-11%	1%	0%	-11%	-15%
